Screening data as filed in PubChem.
D1 PAM: enhances dopamine response at the human D1 receptor. P21728. HEK293 TREx D1 cells, calcium flux, dopamine EC20 potentiation. potentiation, % at 10 µM. 0.036% of 360,000 active; in the data active = potentiation above about 30%; also: 0% is about no effect
Target sequence (P21728 whole entry, looked up): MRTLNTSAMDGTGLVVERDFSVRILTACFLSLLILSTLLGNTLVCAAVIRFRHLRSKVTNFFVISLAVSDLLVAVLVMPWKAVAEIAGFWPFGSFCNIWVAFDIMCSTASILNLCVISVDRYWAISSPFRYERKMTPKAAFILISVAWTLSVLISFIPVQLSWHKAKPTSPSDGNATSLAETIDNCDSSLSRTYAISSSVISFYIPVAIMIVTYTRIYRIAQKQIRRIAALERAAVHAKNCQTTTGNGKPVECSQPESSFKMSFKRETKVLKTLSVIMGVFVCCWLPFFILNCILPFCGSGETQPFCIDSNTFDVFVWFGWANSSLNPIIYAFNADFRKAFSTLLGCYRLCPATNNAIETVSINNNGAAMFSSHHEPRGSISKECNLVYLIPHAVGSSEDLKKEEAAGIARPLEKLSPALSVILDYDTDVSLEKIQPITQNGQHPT
D1 antag: human D1 dopamine receptor antagonism; P21728; HEK293 TREx D1 cells, calcium flux, dopamine EC80; hits give low values; activity change, negative = inhibition, % at 10 µM; 3.2% of 360,000 active; AID 504652; in the data active = activity change below about -30%; also: % is scaled to controls: 0 for no effect and ±100 for the full control effect
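Inducible Hek293 Trex D1 cells (tetracycline, overnight, 30 C). Calcium dye 30–90 min RT. Antagonist mode: EC80 dopamine added after 180 s compound read.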
RXFP1 antagonist: antagonists of human relaxin receptor RXFP1 | activity change, negative = inhibition, % at 57.5 µM | 0.59% of 350,000 active | AID 1259400 | HEK293-RXFP1, relaxin-stimulated cAMP HTRF, 30 min; hits give low values;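 active = activity change of -60% or lower, but not beyond a set lower limit; inconclusive = change between -60% and -40%, or beyond the set limit; inactive = change above -40%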; also: % is scaled to controls: 0 for no effect and ±100 for the full control effect
Vif-APOBEC3G blk: Vif-A3G binding inhibition; HeLa A3G-eYFP + Vif (tagged APOBEC3G with the HIV-1 protein that degrades it), YFP fluorescence, overnight; 0.076% of 410,000 active; Q9HC16; Potency, µM (top dose mostly 46.1 µM), for the others: at the highest dose activity, negative = active, most hits filed as inhibitors; AID 602310;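 also: potency is read from the fitted curve at half-maximal effect; % is scaled to controls: 0 for no effect and ±100 for the full control effect; nearly all actives have a fitted effect of over 60% in size; hits raise eYFP signal because A3G escapes Vif-driven loss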
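Read-out is eYFP fluorescence (Ex 488/Em 500-530) from Vif-expressing HeLa A3G-eYFP cells; more signal means A3G escaped Vif-mediated degradation. Cells plated overnight, compound pinned in, incubated overnight at 37 deg C.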
RXFP1 agonist: RXFP1 (human) receptor agonism; Potency, µM (doses to about 57.5 µM), for the others: at the top dose activation, hits mostly activators; Q9HBX9; 0.3% of 370,000 active; AID 2676; HEK293T-RXFP1 cAMP TR-FRET, 30 min; response scale: percent of porcine relaxin response, buffer zero; also: potency is read from the fitted curve at half-maximal effect; % is scaled to controls: 0 for no effect and ±100 for the full control effect; nearly all actives have a fitted effect of over 60% in size; many of its hits are not listed in these tables
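Agonist response is measured as cAMP accumulation in an RXFP1-transfected HEK293T line under PDE4 inhibition. Values are scaled between buffer-only and 29 nM porcine relaxin, and EC50s come from standard Hill equation fits.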
D1 agonist: activates the human D1 dopamine receptor | P21728 | HEK293 T-REx D1 cells, calcium flux, agonist mode | activation, % at 2 µM | 1% of 360,000 active | AID 504660; in the data active = activation above about 30%; also: 0% is about no effect
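Agonism was scored from calcium flux recorded over 180 s (1 read/s) after pintool compound addition, following a 10-cycle baseline. Cells were inducible force-coupled HEK293 TREx D1, plated overnight at 30 C and loaded with no-wash calcium dye.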
Vif-APOBEC3F blk: Vif-A3F binding inhibition; 0.2% of 390,000 active; HeLa A3F-eYFP + Vif (tagged APOBEC3F with the HIV-1 protein that degrades it), YFP fluorescence increase; Potency, µM (titrated, usually from 46.1 µM), for the others: top-dose activity, negative = active; also: potency is read from the fitted curve at half-maximal effect; % of control where 0% means no effect; nearly all actives have a fitted effect of over 65% in size
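HeLa cells stably expressing Vif plus C-terminally eYFP-tagged A3F were seeded, incubated overnight at 37 deg C, dosed with compound, incubated overnight again at 37 deg C. Yellow fluorescence (Ex 488/Em 500-530) reported blocked Vif-mediated A3F-eYFP degradation.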
Glioma ERSR ind: ER stress response induction in glioma; U87-MG GRP78 promoter luciferase reporter, 16 h; Potency, µM, for the others: at the highest dose activation, hits mostly activators; 0.02% of 420,000 active; AID 602332; also: potency is read from the fitted curve at half-maximal effect; series mostly up to about 76 µM; % of control where 0% means no effect; nearly all actives have a fitted effect of over 35% in size
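Stably transfected U87-MG human glioma cells carrying a GRP78-based luminescent sensor were seeded at 1000 cells/well, pin-dosed with compounds and incubated 16 h. Luciferase reagent was then added, and end-point luminescence was read after 10 min at room temperature.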
D2 potentiator: positively modulates the human D2 dopamine receptor allosterically; HEK293 T-REx D2, calcium flux, EC20 dopamine potentiation; potentiation, % at 10 µM; 0.34% of 340,000 active; AID 485347;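 active = potentiation over 3 SD above the plate norm, cut at about 30% in these data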; also: 0% is about no effect
Target sequence (P14416 whole entry, looked up): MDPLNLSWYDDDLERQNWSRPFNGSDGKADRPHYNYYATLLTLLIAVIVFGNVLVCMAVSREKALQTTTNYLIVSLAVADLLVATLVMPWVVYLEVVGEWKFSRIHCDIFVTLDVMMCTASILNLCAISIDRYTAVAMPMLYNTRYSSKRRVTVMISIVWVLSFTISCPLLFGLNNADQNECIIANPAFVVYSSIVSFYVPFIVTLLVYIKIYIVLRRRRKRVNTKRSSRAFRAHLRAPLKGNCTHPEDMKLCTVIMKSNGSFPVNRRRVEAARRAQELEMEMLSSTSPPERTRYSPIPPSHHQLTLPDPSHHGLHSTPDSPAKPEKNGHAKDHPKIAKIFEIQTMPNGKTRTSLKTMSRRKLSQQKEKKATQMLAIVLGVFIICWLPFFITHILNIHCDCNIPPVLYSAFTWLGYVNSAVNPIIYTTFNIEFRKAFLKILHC
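Tetracycline-induced HEK293 T-REx cells force-coupled to calcium signalling expressed D2; compounds were pin-added after a 10 s baseline, read kinetically 180 s, then an EC20 dopamine challenge followed with a further 180 s calcium read.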
The depositor's hits bear a star; ? = inconclusive; . = no result given; & = joins results of further samples. Unless noted, calls follow the shape of the dose curve; as a rule, active = well fitted curve in the direction sought with a large enough effect; inconclusive = small, poorly fitted or top-dose-only effect, or another doubt; inactive = no such curve, though single readings can be large; an effect the other way counts as inactive or inconclusive. Only part of the results is shown; rates above refer to the full screens.

Structure,Glioma ERSR ind,Vif-APOBEC3F blk,D1 PAM,D2 potentiator,RXFP1 agonist,Vif-APOBEC3G blk,D1 agonist,D1 antag,RXFP1 antagonist
CCC(=O)Nc1ccc(S(=O)(=O)NCc2ccc3c(c2)CCN3C(=O)c2ccc(C)cc2)cc1,-2%,-2%,-2,12,4.0%,2%,3,-4,8
O=C(c1ccco1)N1CCN(C(=O)c2cc3c(s2)-c2ccccc2OC3)CC1,2%,0%,-2,-11,10%,0%,3,-16,.
CCOc1ccc(NC(=O)CN2CCN(CC(=O)Nc3ccc(C(N)=O)cc3)CC2)cc1,3%,0%,3,2,-0.9%,-1%,0,4,-5
CCN1CCN(c2cc(C)c3cc(NC(=O)c4ccc(OC)c(OC)c4)ccc3n2)CC1,1%&0%,?,2,0&-1,-5.1%&-0.7%,-6%&-11%,-1&2,-7&-11,-5
COc1ccc(CCNC(=O)C2CC(c3cccc(F)c3)=NO2)cc1 (stereo not given),2%,8%,-1,-1,-0.8%,0%,3,14,.
Cc1ccccc1NC(=O)Cn1nnc(C(=O)NCc2cccs2)c1N,-1%,-14%,-1,6,2.9%,-20%,1,-13,.
COc1cc(C=O)ccc1OCc1ccncc1,-4%,-9%,7,-8,2.7%,-6%,3,-2,4
COC(=O)[C@@]1(Cc2ccc(F)cc2)[C@H]2c3cc(C(=O)N(C)C)n(Cc4ccccc4)c3C[C@H]2CN1C(=O)c1ccccc1,-3%,8%,0,7,5.5%,-6%,1,17,.
CC(C)CN(CC(C)C)C(=O)Cc1coc2ccc3ccccc3c12,-3%,.,-5,-10,5.0%,-3%,4,3,-16
CCOC(=O)c1[nH]c2ccc(Br)cc2c1NC(=O)CCN1CCCC(C)C1 (stereo not given),.,.,-1,-6,2.5%,.,7,29,.
Cc1cc(C(F)(F)F)c(C#N)c(=O)[nH]1,-5%,-3%,0,3,0.1%,-2%,2,2,2
Cc1c(NC(=O)OCCNC(=O)Nc2ccccc2)sc(=S)n1C,0%,1%,-3,.,2.4%,-5%,2,-4,1
CCn1c(SCC(=O)N/N=C/C=C\c2ccco2)nc2ccccc21,-2%,-11%,-6,-14,1.4%,-20%,3,-35*,-11
C=CCn1c(Cc2ccc(OC(C)C)c(Cl)c2)nnc1SCC(N)=O,-5%,-10%,-2,16,1.9%,-6%,1,7,-6
CC(C)NC(=O)Cn1cnc2c1c(=O)n(C)c(=O)n2C,-4%,6%,-13,1,6.3%,-1%,1,-7,7
COc1ccc(NC(=O)Cn2nnc(C(=O)Nc3ccc(F)c(Cl)c3)c2N)cc1OC,-5%&-1%,-2%&-2%,4&-6,-4&-7,3.7%&-2.8%,-2%&2%,2&2,-7&-11,-15&9
COc1cccc(CNc2ncnc3cc(Cl)ccc23)c1,0%,15%,-12,-5,0.3%,-7%,13,-21,1
Cc1nn(CC(O)Cn2c3c(c4ccccc42)CCN(C)C3=O)c(C)c1Br (stereo not given),-4%,1%,4,4,0.1%,2%,0,3,4
CCn1cc2nc(SCC(=O)Nc3ccc(OC)cc3OC)n(Cc3ccc(Cl)cc3)c(=O)c2n1,-1%,2%,1,13,-1.9%,-1%,0,0,.
CSC(=NCCCN1CCOCC1)NS(=O)(=O)c1cccs1,-3%&-5%,0%&-5%,-5,-3,-1.9%,3%&0%,1,-3,7&-1
COc1ccc(CNn2c(-c3cccc(C)c3)nc3ccccc3c2=O)cc1OC,-1%,-4%,4,-6,1.2%,3%,0,15,14
Cc1nc2nc(Cc3ccccc3)nn2c(C)c1Cl,-2%,-1%,1,1,4.4%,2%,0,5,25
O=C(N/N=C/c1ccc(O)c(O)c1)c1ccc(CSc2cccc3cccnc23)cc1,3%,-3%,0,-2,0.2%,-26%,4,-3,-12
CC(=O)NC(=S)Nc1ccccc1C(=O)NC1CCCCC1,-4%,2%,-9,-9,3.9%,2%,0,22,9
COc1ccc(-c2cc(C(=O)N3CCCC(C(F)(F)F)C3)c3ccccc3n2)cc1 (stereo not given),-1%,-1%,-2,9,1.3%,0%,2,2,3
O=C(CS(=O)(=O)c1ccc(Cl)c(Cl)c1)Nc1ccccc1Cl,-6%,4%,-2,4,1.5%,-6%,4,11,1
Cn1cnnc1SCC(=O)NNC(=O)COc1ccc(Br)cc1,-2%,-27%,0,4,0.9%,0%,2,-2,-5
COc1ccc(NC(=O)/C=C/c2ccc(C)o2)cc1S(=O)(=O)N1CCOCC1,-5%,-7%,7,-7,2.8%,0%,3,0,-8
CSCc1ccc(C(=O)NC(C)c2ccc(-n3ccnc3)cc2)cc1 (stereo not given),-2%,-2%,-4,5,0.6%,0%,3,-19,-4
CCCC[n+]1c(C)sc2cc(OC)ccc21,-2%,-4%,-4,-6,0.6%,2%,0,1,8
N=C1N(c2ccccc2)C(=S)C(=Nc2ccccc2)N1c1ccccc1,-1%,4%,.,.,.,2%,.,.,-12
Cc1ccc(S(=O)(=O)NCc2csc(C)n2)cc1,-2%,8%,3,3,-0.6%,2%,0,1,0
COc1ccc(Oc2ccccc2C#N)cc1,-3%,16%,0,.,0.3%,-11%,1,6,-4
O=C1NC(=O)/C(=C/c2ccccc2Cl)N1,1%,-10%,8,-7,-2.5%,0%,1,4,2
CCN1C(=O)C(=Cc2cccc(OC)c2Oc2ccc([N+](=O)[O-])cc2[N+](=O)[O-])SC1=S,-1%,3%,2,15,-4.2%,3%,0,10,-32
COc1cc(C(=O)NCCCNc2ccc([N+](=O)[O-])cc2)cc(OC)c1OC,0%,7%,-1,-25,-1.3%,-2%,1,-8,.
CN(C)S(=O)(=O)N(CC(=O)N1CCN(c2ccccc2)CC1)c1ccccc1,-2%,4%,4,-3,2.4%,-1%,1,-7,-8
Cc1ccc(S(=O)(=O)CCC(=O)OCC(=O)NC2CCS(=O)(=O)C2)cc1 (stereo not given),-2%,6%,6,-1,-0.8%,0%,5,12,4
COc1cccc(N(CC(=O)Nc2cccc(C(C)=O)c2)S(C)(=O)=O)c1,-8%,3%,-4,1,-1.6%,-4%,5,-6,-8
CC(C)CCCN1C(Nc2ccccc2)=NC[C@@H]1Cc1ccccc1,-3%,2%,-6,5,0.0%,5%,8,-9,.
COc1ccc2c(C)cc(SCC(=O)Nc3nsc(-c4ccc(C(C)(C)C)cc4)n3)nc2c1,-3%,0%,-6,-20,-1.4%,1%,7,-2,.
Cc1cc(C)nc(NCC(O)COc2ccccc2C)n1 (stereo not given),0%,-5%,-6,1,1.5%,1%,4,-17,8
COc1ccc(CNC(=O)CN(Cc2cccs2)C(=O)CCC(=O)Nc2ccccn2)cc1,-2%,7%,-4,8,1.7%,-2%,1,-3,-11
COc1ccc(CCC(=O)Nc2cccc(S(=O)(=O)N(C)C)c2)cc1OC,-5%,10%,-2,-4,-0.4%,-2%,7,-4,-9
COC(=O)c1cccc(NC(=O)c2ccc[n+]([O-])c2)c1,0%,-30%,6,0,-1.0%,-10%,3,-5,-16
Cc1ccc(NC(=O)C(Cc2ccccc2)N2Cc3ccccc3C2=O)cc1Cl (stereo not given),-4%,-4%,1,2,3.7%,0%,1,-2,-9
O=C(Cn1cc2c(n1)CCCCC2)Nc1ccccc1Br,-1%,-5%,2,7,0.0%,-6%,2,-3,0
CCC(=O)NNC(=O)CCC(=O)Nc1cccc(Cl)c1C,-4%,5%,2,10,0.5%,0%,1,-1,8
CC(=N\Nc1ccccc1)/C(=N/O)C(=O)Nc1ccccc1,-2%,5%,-2,3,1.5%,-2%,5,5,-2
Cc1c(C#N)sc(C(N)=O)c1C,1%,4%,17,0,-1.9%,0%,5,-3,15

Continuation:
Structure,Glioma ERSR ind,Vif-APOBEC3F blk,D1 PAM,D2 potentiator,RXFP1 agonist,Vif-APOBEC3G blk,D1 agonist,D1 antag,RXFP1 antagonist
COc1ccc(C(=O)NCc2ccc3c(c2)CCN3C(=O)c2ccncc2)cc1,-3%,1%,4,-3,2.5%,0%,-1,-10,-8
C#CCCc1ccccc1/C=[N+](/C)[O-],-1%,7%,1,7,-0.3%,-4%,5,-27,.
C=CCSc1nnc(NC(=O)C2CSC3(C)CCC(=O)N23)s1 (stereo not given),-3%,-11%,5,-1,0.0%,-1%,0,2,1
CC(C)(C)NC(=O)c1ccc(COCC(F)(F)F)o1,-3%,1%,-3,-9,-0.2%,-1%,0,7,-7
COc1cc(/C(C)=N/NC(=O)CN2CCN(S(=O)(=O)c3ccc(C)cc3)CC2)ccc1O,1%,-9%,-4,-5,-0.9%,-10%,1,-6,3
CC(NC(=O)C(=O)N1CCCCC1)C(c1cccs1)N1CCN(c2ccccc2)CC1 (stereo not given),-6%,-2%,0,-6,-5.3%,-6%,0,4,-1
CCOC(=O)c1c(/N=C/c2cc(C)ccc2O)sc2c1CCN(C)C2,-4%,0%,-5,-23,0.2%,4%,2,-12,-5
CCOC(=O)c1c(C)[nH]c(C)c1S(=O)(=O)N1CCC(C(=O)Nc2cc(C)ccn2)CC1,-2%,-9%,-3,-2,6.6%,1%,5,-2,.
CCCCNC(=O)NNc1nc(Cl)cc(C)c1C#N,2%,2%,3,2,10%,0%,4,-11,-1
Cc1cccc(NC(=O)CSc2ccc3nnc(-c4cccnc4)n3n2)c1,-2%,-3%,8,-9,?,-4%,0,2,-2
C=CCn1c(C)cc(C(=O)COC(=O)c2n[nH]c(=O)c3ccccc23)c1C,-6%,-22%,.,.,.,2%,.,.,-4
CCOC(=O)C1CCN(S(=O)(=O)c2ccc3c4c(cccc24)C(=O)N3)CC1,-2%,-10%,-2,-15,6.8%,3%,7,-1,.
C=CCSc1nc(C)c(CC(=O)OCC(C)C)c(=O)[nH]1,-3%,-5%,-1,7,1.8%,4%,3,-8,-6
